Bioassay records deposited in PubChem by several laboratories.
Cl transport mod: modulates chloride dependent transport by human KCC2; 2.2% of 190,000 active; B-score of Tl+ flux slope (higher = more flux/activation; lower = inhibition) at 10 µM; Q9H2X9; KCC2 cells, thallium flux FluoZin-2 fluorescence; AID 1456;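 active = thallium flux slope and its plate-corrected score both differing from the plate sample mean at a set confidence after two filtering rounds, in either direction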;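 also: slope of fluorescence scaled to starting intensity during 10 to 20 s after thallium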
Target sequence (Q9H2X9 whole entry, looked up): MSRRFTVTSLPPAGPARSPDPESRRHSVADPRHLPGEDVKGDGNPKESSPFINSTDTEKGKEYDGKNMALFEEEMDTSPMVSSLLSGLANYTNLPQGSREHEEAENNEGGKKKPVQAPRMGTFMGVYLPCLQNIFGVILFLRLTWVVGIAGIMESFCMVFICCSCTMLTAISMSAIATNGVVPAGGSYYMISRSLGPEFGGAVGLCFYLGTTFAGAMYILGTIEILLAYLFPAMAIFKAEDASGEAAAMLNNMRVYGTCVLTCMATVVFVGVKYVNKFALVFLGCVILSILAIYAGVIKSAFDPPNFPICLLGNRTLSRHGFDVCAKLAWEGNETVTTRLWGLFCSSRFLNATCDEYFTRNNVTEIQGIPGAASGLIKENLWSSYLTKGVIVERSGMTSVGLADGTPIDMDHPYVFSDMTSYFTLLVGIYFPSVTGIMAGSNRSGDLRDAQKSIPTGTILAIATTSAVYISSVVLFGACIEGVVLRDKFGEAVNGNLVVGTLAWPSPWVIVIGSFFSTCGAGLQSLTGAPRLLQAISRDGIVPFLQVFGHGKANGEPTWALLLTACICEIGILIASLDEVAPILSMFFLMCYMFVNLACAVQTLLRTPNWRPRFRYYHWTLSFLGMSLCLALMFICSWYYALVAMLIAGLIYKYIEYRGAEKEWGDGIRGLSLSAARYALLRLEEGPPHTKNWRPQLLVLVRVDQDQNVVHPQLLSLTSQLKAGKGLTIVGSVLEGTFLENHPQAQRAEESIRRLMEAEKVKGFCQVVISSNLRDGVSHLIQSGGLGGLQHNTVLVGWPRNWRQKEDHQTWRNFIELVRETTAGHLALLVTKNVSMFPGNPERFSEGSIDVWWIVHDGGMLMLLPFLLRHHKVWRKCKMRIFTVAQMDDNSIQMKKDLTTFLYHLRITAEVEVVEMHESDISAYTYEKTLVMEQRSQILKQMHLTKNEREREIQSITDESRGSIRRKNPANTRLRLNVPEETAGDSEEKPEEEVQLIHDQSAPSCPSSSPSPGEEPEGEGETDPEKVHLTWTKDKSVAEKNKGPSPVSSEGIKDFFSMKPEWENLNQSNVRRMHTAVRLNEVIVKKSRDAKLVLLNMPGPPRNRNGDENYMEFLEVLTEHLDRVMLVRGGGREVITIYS
Thrombin inh: inhibitors of human thrombin; alpha-thrombin, Boc-VPR-AMC fluorogenic substrate cleavage; 0.26% of 220,000 active; P00734; inhibition, % at 5 µM; AID 1046;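 active = inhibition at or above 40%; inactive = inhibition below 40%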;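 also: 0% = enzyme with no compound and 100% = wells without enzyme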
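System – human alpha-thrombin · Medium – pH 7.5 Tris (50 mM) with NaCl 150 mM, Tween 20 0.05% · Compound – single-point dosing at 5 µM, 0.2% DMSO · Incubation – enzyme reaction carried out at room temperature · Technique – fluorescence of released AMC, ex 355 nm, em 460 nm · Read-out basis – % inhibition of thrombin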
Furin inh: blocks human furin protease activity. AID 463115. purified furin, fluorogenic substrate cleavage. inhibition, % at 30 µM. 0.061% of 220,000 active. P09958; in the data active = inhibition above about 25%; also: inactives centre near -15
hK5 inh: kallikrein 5 (human) inhibition; Q9Y337; recombinant hK5, fluorogenic AMC substrate cleavage; inhibition, % at 5 µM; 0.59% of 210,000 active; AID 873;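 active = inhibition of 40% or more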;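 also: 0% = enzyme controls without compound and 100% = no-enzyme blanks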
FXIa inh 1536: inhibitors of human coagulation factor XIa; 0.14% of 220,000 active; P03951; purified FXIa, Boc-Glu-Ala-Arg-AMC fluorogenic substrate; inhibition, % at 5 µM; AID 798;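 active = inhibition of at least 40%; inactive = inhibition below 40%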;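 also: fluorescence of freed AMC excited at 355 nm; 0% = enzyme without compound and 100% = no enzyme blank; many of its hits are not listed in these tables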
PERK inh: human PERK inhibition, primary cell-based screen | 0.17% of 220,000 active | CHO PERK-DD fusion, SEAP luminescence translation reporter | Q9NZJ5 | inhibition, % at 5.6 µM;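 active = inhibition above the mean inhibition of all tested compounds plus 3 SD, set separately per screening campaign, cut at about 2.9% in these data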;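 also: PERK kinase domain activated by AP20187 dimerizer at 100 nM; 0% = DMSO with dimerizer and 100% = rapamycin at 8.4 µM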
m-calpain inh: inhibitors of pig calpain II | purified calpain II, fluorogenic peptide substrate, 30 min | inhibition, % at 16 µM | 0.37% of 220,000 active;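 active = inhibition above about 50%, limit read from the data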
Rad51 HR inh: Rad51 (human) homologous recombination inhibition. Q06609. hRad51 DNA strand exchange, fluorescence dequenching. inhibition, % at 10 µM. 0.085% of 200,000 active;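 active = inhibition above 40% at the single screening dose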;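 also: 0% = DMSO control wells and 100% = blanks with heterologous ssDNA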
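Test system: preformed human Rad51 ssDNA filaments. Compound dosing: single dose, 10 µM final compound. Incubation: filaments 15 min 37 °C, then compound 30 min. Technique: FRET fluorescence dequenching, excitation 485 nm, emission 520 nm. Read-out basis: percent inhibition from fluorescence, normalised to plate control and blank means. Benchmarks: plate controls and plate blanks.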
FXIIa inh: factor XIIa (human) inhibition; purified FXIIa, Boc-QGR-AMC fluorogenic substrate, 2 h; inhibition, % at 5 µM; 0.3% of 220,000 active; AID 800; in the data active = inhibition above about 40%;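 also: 0% = enzyme with no compound and 100% = blank without enzyme; many of its hits are not listed in these tables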
Starred values were filed as active, the others as inactive; i = inactive; · = no result given; [ ] = another dose, or the depositor's remark.

SMILES	PERK inh	hK5 inh	FXIIa inh	Rad51 HR inh	Cl transport mod	FXIa inh 1536	Furin inh	Thrombin inh	m-calpain inh
O=C1NCCCc2nonc21	0.6	3	14	7	0.39	0	-17	-3	-22
CCN(CC)CCN(C(=O)c1ccc(N2C(=O)CCC2=O)cc1)c1nc2cc3c(cc2s1)OCCO3	0.8	1	6	4	-0.16	0	-14	-5	-46
Cc1ccnc(Sc2ccc([N+](=O)[O-])cc2[N+](=O)[O-])n1	-0.5	-1	13	9	0.18	5	-13[20 µM]	3	4
O=C(c1ccco1)N1CCN(c2nc(-c3ccc(F)cc3)cs2)CC1	0.2	-11	16	0	-1.7	5	-9[20 µM]	1	-7
Cc1ccc(S(=O)(=O)N(C)CCCC(=O)NCc2ccc3c(c2)OCO3)cc1	-0.8	-23	8	·	-0.82	3	-7[20 µM]	2	11
CCOC(=O)c1c(-c2ccc(OC)cc2)cn2ccccc12	0.9	-20	0	-3	1.6	-7	-21	2	-76
Cc1ccc(-n2c3c(cc(C(=O)O)c2=O)C(=O)CC(C)(C)C3)cc1	0.2	3	-2	-3	1.1	-1	-2[20 µM]	-7	-11
COc1cc(SC)ccc1C(=O)N1CCN(c2ccccc2F)CC1	0.3	4	8	12	-0.36	1	-25	0	17
CNc1ccccc1C(C)(C)c1cc(-c2ccc(F)cc2)no1	0.5	-4	4	1	0.87	4	-27	-2	18
Cc1cc(C)nc(N2CCC(C(=O)NCCc3ccc(Cl)cc3)CC2)n1	2.6	-7	1	-10	0.55	-1	-16	2	-6
CC(NC(=S)Nc1ccc(S(N)(=O)=O)cc1)c1ccc2c(c1)OCO2 (centres undefined)	0.6	-17	8	-4	1.5	-4	-1	-3	8
CCOC(=O)/C(=N\Nc1cc(C(F)(F)F)ccc1Cl)N(CC)CC	0.9	30	16	-4	0.78	3	-18[20 µM]	15	15
COC(=O)/C=c1/s/c(=C(/C#N)C(=O)NCc2ccccc2)n(-c2ccccc2)c1=O	0.5	4	24	8	·	-6	-18[20 µM]	2	-82
O=C(Cn1cnc2c(nnn2Cc2ccc(F)cc2)c1=O)NCc1ccco1	-0.8	9	9	7	-4.5*	8	-12[20 µM]	5	-25
COc1cccc(NC(=O)C(NC2CCCC2)c2ccccc2)c1 (centres undefined)	-0.8	0	12	7	-1.2	-13	-9[20 µM]	0	2
COCCNC(=O)CN(c1ccc(C)cc1)S(=O)(=O)c1ccc(SC)cc1	-0.6	-11	9	1	0.012	-2	-15	3	0
O=C(Cn1c(=O)sc2ccccc21)Nc1ccc(S(=O)(=O)N2CCCC2)cc1	-0.7	-7	11	-4	-0.58	15	-14	-2	54*
O=C(Cn1c(=O)n(CC2CCCO2)c(=O)c2ccccc21)c1ccc(Cl)c(Cl)c1 (centres undefined)	0.0	5	-8	1	-0.17	-9	-22[20 µM]	-5	12
O=C1c2ccccc2C2(c3ccc(F)cc3)NCCN12 (centres undefined)	0.5	-6	9	16	1.6	-4	-15	-7	-1
CC1c2nc3ccccc3n2C(CC(=O)NCCCN2CCOCC2)C(=O)N1Cc1ccccc1 (centres undefined)	0.0	1	3	-2	0.89	-4	-8	-13	-19
CC1CCc2c(sc(NC(=O)CSc3ncnc4c3cnn4-c3ccccc3Cl)c2C#N)C1 (centres undefined)	0.8	-6	12	4	1.3	1	-13[20 µM]	-2	-45
O=C(Nc1ccc(F)cc1)C(Sc1nc2ccccc2[nH]1)c1ccccc1 (centres undefined)	-0.7	-3	3	1	0.0087	6	-22	-2	15
O=[N+]([O-])c1ccccc1/C=C\C=N\N1CCN(c2ccccc2)CC1	0.9	-2	3	2	-2.3	-6	-7	-24	8
CC1(C)CC(=O)C(C=NCC2CCN(C(=O)Cc3ccccc3)CC2)=C(O)C1	0.1	-11	-3	4	0.33	-6	-4	-5	-11
N#CC1=C(N)OC2=C(C(=O)CC(c3ccccc3)C2)C1c1cccnc1 (centres undefined)	-0.6	-9	14	·	0.39	3	-20	1	-6
COC(=O)Cc1cc(OC)c(OC)cc1Cc1cc(OC)c(OC)cc1CC(=O)OC	-1.2	-4	-9	-6	·	-7	3[20 µM]	-9	-31
Fc1cccc(Cl)c1Cc1noc(/C=C/c2ccccc2)n1	0.7	0	1	-1	·	-4	-18[20 µM]	-9	-6
Cc1onc(-c2c(F)cccc2Cl)c1C(=O)OCC(=O)Nc1c(C)n(C)n(-c2ccccc2)c1=O	0.2	-2	8	3	-0.61	-10	-14	-3	-44
COCCCNC(=S)NNC(=O)C1CC1c1ccc(C(C)(C)C)cc1 (centres undefined)	-1.1	20	23	-15	-0.53	30	-10	22	48
O=C(c1ccc2c(=O)n3c(nc2c1)CCCCC3)N1CCN(c2ccc(F)cc2)CC1	0.6	2	8	12	-0.91	-1	-23	1	-8

Arranged by heavy-atom count (low to high): some entries from above.
SMILES	PERK inh	hK5 inh	FXIIa inh	Rad51 HR inh	Cl transport mod	FXIa inh 1536	Furin inh	Thrombin inh	m-calpain inh
CC1(C)CC(=O)C(C=NCC2CCN(C(=O)Cc3ccccc3)CC2)=C(O)C1	0.1	-11	-3	4	0.33	-6	-4	-5	-11
COC(=O)/C=c1/s/c(=C(/C#N)C(=O)NCc2ccccc2)n(-c2ccccc2)c1=O	0.5	4	24	8	·	-6	-18[20 µM]	2	-82
CCN(CC)CCN(C(=O)c1ccc(N2C(=O)CCC2=O)cc1)c1nc2cc3c(cc2s1)OCCO3	0.8	1	6	4	-0.16	0	-14	-5	-46

Next entries follow.
SMILES	PERK inh	hK5 inh	FXIIa inh	Rad51 HR inh	Cl transport mod	FXIa inh 1536	Furin inh	Thrombin inh	m-calpain inh
O=[N+]([O-])c1ccc(/C=N/Nc2ncc(-c3ccccc3)cn2)cc1	0.3	0	6	1	-0.22	-2	-32	-7	-200
C#CCNC(=O)C1CCN(c2cc(C)nc(-c3ccccc3)n2)CC1	1.6	-3	3	1	-0.24	-2	-25	-3	-10
COc1ccc(CNC(=O)Cn2c(=O)oc3ccccc32)cc1OC	-0.1	6	8	4	-0.09	1	-19[20 µM]	-3	-15
O=C(NCC1(c2ccccc2)CCCC1)c1ccccc1Br	0.4	-22	3	3	-0.2	-1	-3	-6	7
COc1cc(-c2nc3ccccc3s2)ccc1O	-0.4	-1	3	-6	·	2	-36[20 µM]	-6	-377
Cn1nc([N+](=O)[O-])nc1N1CCOCC1	-0.1	-11	17	·	0.21	14	-14	2	-6
O=C1c2ccccc2C(=O)N1c1n[nH]c(CCc2ccccc2)n1	1.3	3	-1	8	-0.2	1	-16[20 µM]	0	-6
COc1ccc(-c2csc(NC(=O)/C(N=Nc3ccccc3)=C(\C)O)n2)cc1	0.5	13	13	13	·	1	-12	-3	-68
NC(N)=N/N=C/c1ccc(OCc2ccc(Cl)cc2)cc1	0.7	-10	4	10	·	-8	-14	-2	34
Cc1ccc(NS(=O)(=O)Cc2ccccc2)nc1	1.5	0	6	7	0.23	-3	-42	-6	-350
COCCCNCCCCOc1cccc(Br)c1	0.5	-15	8	11	-0.86	10	-15	-6	2
CC(=O)Nc1cc2c(=O)n(Cc3ccccc3)c(C)nc2cc1N1CCOCC1	-1.0	-7	-2	1	0.85	2	-17	0	-51
CCCOc1c(Br)cc(C2C3=C(CCCC3=O)N(C)C3=C2C(=O)CCC3)cc1OC	-0.5	-33	-10	-2	-1.1	-3	-10	-10	i
COc1ccc(-c2cc(C(F)(F)F)nc(SCC(=O)NCCCN3CCOCC3)n2)cc1	0.2	1	6	-1	-0.017	-1	-54	-2	-317
Cc1nn(C)c(C)c1S(=O)(=O)N1CCC(C(=O)NCCC2=CCCCC2)CC1	0.4	65*	41*	3	·	7	-37	42*	4
OCCn1c(CSc2nnc(-c3ccco3)n2-c2ccccc2)nc2ccc(Cl)cc21	-1.5	-39	-8	-7	-1.1	-9	-1[20 µM]	-8	-99
N#CCc1nn(-c2ccc(F)cc2)c(N)c1C#N	1.2	2	2	-2	0.76	4	-24	-3	-18
Cc1ccccc1NC(=O)Cn1cnc2c(oc3nc4c(cc32)COC(C)(C)C4)c1=O	0.6	-9	10	·	0.074	8	-4	-1	-25
Fc1ccc(-c2nc3c(-c4ccccc4)cnn3cc2CCN2CCOCC2)cc1	1.1	·	10	·	·	6	-19	-1	-19
C=CCC(C#Cc1ccc(C)cc1)N(CC)CC (centres undefined)	-1.5	-10	7	-4	0.1	-4	-11[20 µM]	-1	-11
Cc1cc(C)nc(SCc2nnc(SCc3ccc([N+](=O)[O-])cc3)n2Cc2ccco2)n1	-2.1	-2	10	·	-3.7	9	-1	-1	18
O=C(O)C1C2CCC(O2)C1C(=O)NCc1ccc(Cl)cc1 (centres undefined)	0.5	-8	8	·	0.8	7	-20	-2	-9
O=C(Nc1ccccc1)Nc1ccccc1C(=O)NCc1ccco1	0.4	1	8	-4	0.64	5	-7[20 µM]	-2	-20
COc1ccccc1N(CC(=O)N1CCCCCC1)S(C)(=O)=O	0.9	-6	1	3	1.6	-5	-20[20 µM]	-4	7
Cc1ccc(/C=C2\CCOC2=O)cc1	2.0	-5	8	-12	0.16	11	-14	-4	2
COc1ccc(CCNC(=O)C2CCN(S(=O)(=O)c3ccc(OC)c(OC)c3)CC2)cc1	-2.5	-14	13	-1	·	0	-17[20 µM]	3	-18
CC(=O)N1CCN(c2cc(N3CCCC3)c(F)cc2[N+](=O)[O-])CC1	-1.1	11	12	1	1	6	11	2	34
Cc1cccc(NC(=O)/C(C#N)=C/c2cn(CC(=O)NCc3ccco3)c3ccccc23)c1C	-0.8	-3	35	3	1.4	1	-7	-10	-15
O=C1c2ccccc2C(Nc2ccccc2F)N1c1cccnc1 (centres undefined)	0.5	-2	9	-4	-0.061	3	-15	-6	16
CCc1nc(Nc2ccccc2)c2oc3ccccc3c2n1	0.0	-27	0	-3	-0.91	-7	-14	2	-1
C=CCOC(=O)c1sc(NC(=O)c2ccc(OC)cc2)nc1C	-0.8	-3	2	·	0.6	-6	-7	2	-11
COc1ccc(Nc2nc(N)c([N+](=O)[O-])c(NCCO)n2)cc1	1.3	-2	5	·	0.038	-2	0	-4	-4

A portion of the library; rates above refer to the full screens.
